PTAP-TSG101 blk: qHTS Validation Assay for Inhibitors of HIV-1 Budding by Blocking the Interaction of PTAP/TSG101: Sytravon Library Screen; Tumor susceptibility gene 101 protein (Homo sapiens), Q99816; Fluorescence polarization, FITC-PTAP peptide/Tsg101, 20 min; Potency, µM (titrated, usually from 115 µM), for inactives: at the highest dose activity change, negative = inhibition, usual class: inhibitors; 44,000 tested, under 10 active; AID 1347069, 2019; note: potency is the fitted concentration of half-maximal effect; 0% is about no effect
Target sequence (Q99816 whole entry, looked up): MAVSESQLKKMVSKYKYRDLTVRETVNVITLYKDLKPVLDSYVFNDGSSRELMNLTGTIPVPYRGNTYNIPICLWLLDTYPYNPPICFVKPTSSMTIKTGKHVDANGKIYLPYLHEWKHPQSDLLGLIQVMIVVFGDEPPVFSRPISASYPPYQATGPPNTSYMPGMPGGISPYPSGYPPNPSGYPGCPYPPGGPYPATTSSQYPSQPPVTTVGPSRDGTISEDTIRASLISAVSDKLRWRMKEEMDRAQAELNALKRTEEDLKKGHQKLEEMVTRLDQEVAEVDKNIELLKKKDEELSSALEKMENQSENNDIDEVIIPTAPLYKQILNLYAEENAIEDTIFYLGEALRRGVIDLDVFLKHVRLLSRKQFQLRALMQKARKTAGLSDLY
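FITC-labeled PTAP peptide (50 nM final) binding to Tsg101 binding domain (10 uM final) read by fluorescence polarization after 20 min at r.t. in HEPES pH 7.5 buffer. Actives by CRC class, <25 µM.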
FH mod: Identification of activators of human fumarate hydratase by quantitative high-throughput screening; Fumarate hydratase, mitochondrial (Homo sapiens), P07954; FH coupled MDH/diaphorase resazurin fluorescence, 15 min; Potency, µM (doses to about 79.9 µM), inactives show at the highest dose activity change, negative = inhibition, hits mostly inhibitors; hit rate 0.22% among 54,000; AID 1347055, 2019; note: potency is the fitted concentration of half-maximal effect; % is set by controls: 0 for no effect and ±100 for the full control effect; the screen sought activators but most active calls are inhibition curves; nearly all actives have a fitted effect of over 45% in size
p53null 32C kill: qHTS Screen for Compounds that Selectively Target Cancer Cells with p53 Mutations: Cytotoxicity of p53 Null Cells at the Permissive Temperature; H1299-neo p53 null cells, ATP luminescence, 24 h, 32C; Potency, µM (doses to about 46.1 µM), without a hit: at the top dose activity change, negative = cytotoxicity, actives largely listed as cytotoxic; hit rate 0.62% among 55,000; AID 903, 2007;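 note: potency is the fitted concentration of half-maximal effect; 0% = DMSO only and -100% = full killing by 100 µM tamoxifen; nearly all actives have a fitted effect of over 55% in size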
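Luminescent ATP readout gave cell viability of p53-null H1299-neo cells after a 24 h compound exposure at the permissive 32C. Titrations ran up to 46 uM, and AC50s were fitted with the standard Hill equation.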
p53null 39C tox: qHTS Screen for Compounds that Selectively Target Cancer Cells with p53 Mutations: Cytotoxicity of p53 Null Cells at the Nonpermissive Temperature; H1299 p53-null (neo) cells, 39C, ATPlite viability, 24 h; Potency, µM (top dose mostly 46.1 µM), for inactives: top-dose activity, negative = cell killing, hits mostly cytotoxic; AID 904, 2007; hit rate 0.97% among 55,000;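 note: potency is the fitted concentration of half-maximal effect; 0% = DMSO only and -100% = full killing by 100 µM tamoxifen; nearly all actives have a fitted effect of over 50% in size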
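ATP-luminescence viability readout (ATPlite, 20 min RT) after 24 hr compound treatment at 39C of H1299-neo or H1299-p53A138V cells; titration up to 46 uM; normalized to DMSO and 100 uM tamoxifen; Hill-fit AC50.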
B2AR arrestin ag: qHTS assay of beta-arrestin-biased ligands of beta2-adrenergic receptor: NCGC Sytravon Library Screen | Beta-2 adrenergic receptor (Homo sapiens), P07550 | HTLA Tango cells, beta-arrestin recruitment, luciferase luminescence, 18 h | Potency, µM (doses to about 46.1 µM), inactives show at the top dose activation, most hits filed as activators | 44,000 tested, under 10 active;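 note: potency is the fitted concentration of half-maximal effect; 0% = DMSO and full agonism = EC100 isoproterenol or metaproterenol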
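Luminescence read-out: arrestin recruitment to recombinant beta2-AR releases tTA, inducing luciferase. Cells exposed 18 hr at 37 degrees C to up to 46 microM compound; %Activity from corrected signal, concentration-response curves classified by r2, magnitude and efficacy.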
NTMT1 inh: Primary qHTS for Inhibitors of N-terminal methyltransferase 1 (NTMT1): MTaseGlo Assay; N-terminal Xaa-Pro-Lys N-methyltransferase 1 (Homo sapiens), Q9BV86; NTMT1 MTase-Glo SAH luminescence, purified enzyme; Potency, µM (titrated, usually from 114 µM), for inactives: at the highest dose activity change, negative = inhibition, most hits filed as inhibitors; hit rate 2.5% among 59,000; AID 1645870, 2021;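 note: potency is the fitted concentration of half-maximal effect; plate controls were DMSO vehicle for no effect and no enzyme for full effect; nearly all actives have a fitted effect of over 65% in size; many of its hits are not listed in these tables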
Target sequence (Q9BV86 whole entry, looked up): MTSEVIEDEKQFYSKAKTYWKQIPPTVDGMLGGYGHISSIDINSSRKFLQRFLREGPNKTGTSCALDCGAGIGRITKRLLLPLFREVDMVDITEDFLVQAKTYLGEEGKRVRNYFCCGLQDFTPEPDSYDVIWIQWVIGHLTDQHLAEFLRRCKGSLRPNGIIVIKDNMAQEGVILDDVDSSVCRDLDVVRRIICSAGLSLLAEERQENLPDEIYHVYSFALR
GALK inh: qHTS Assay for Inhibitors of Human Galactokinase (GALK): NCGC Sytravon Library Screen | P51570 | recombinant GALK, Kinase-Glo ATP luminescence, 1 h | Potency, µM (top dose mostly 57.5 µM), for inactives: at the highest dose activity, negative = inhibition, hits mostly inhibitors | 44,000 tested, under 10 active | AID 1347072, 2019;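 note: plate controls were full GALK reaction for no effect and reaction lacking GALK for full effect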
Target sequence (P51570 whole entry, looked up): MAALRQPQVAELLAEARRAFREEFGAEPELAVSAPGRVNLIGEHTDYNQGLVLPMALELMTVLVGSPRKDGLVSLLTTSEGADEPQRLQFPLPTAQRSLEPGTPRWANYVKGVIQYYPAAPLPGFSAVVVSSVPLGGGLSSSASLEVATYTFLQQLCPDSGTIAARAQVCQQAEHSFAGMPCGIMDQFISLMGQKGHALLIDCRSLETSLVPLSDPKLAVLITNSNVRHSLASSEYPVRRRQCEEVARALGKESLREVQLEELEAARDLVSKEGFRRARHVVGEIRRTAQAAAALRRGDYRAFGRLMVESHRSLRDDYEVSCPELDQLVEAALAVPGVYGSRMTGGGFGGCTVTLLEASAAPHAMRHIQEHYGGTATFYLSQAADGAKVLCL
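Luminescent ATP-depletion readout (Kinase-Glo Plus, 10 min) after 1 h RT reaction of 5 nM GALK, 35 uM ATP, 100 uM galactose, pH 8.0 HEPES buffer. Decreased kinase activity scored as inhibition.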
Starred values were filed as active, the others as inactive; ? = inconclusive; . = no result given. Calls come from the whole dose curve; as a rule, active = well fitted curve in the direction sought with a large enough effect; inconclusive = small, poorly fitted or top-dose-only effect, or another doubt; inactive = no such curve, though single readings can be large; an effect the other way counts as inactive or inconclusive. Only part of the results is shown; rates above refer to the full screens.

(1) O=c1c(=O)n(Cc2ccc(Cl)cc2)ccn1Cc1ccc(F)cc1
(2) COC(=O)c1cccc(CN2C(=O)SC(Nc3ccc(C)cc3)C2=O)c1 (configuration not stated)
(3) CCc1ccccc1NC(=O)Nc1c[nH]c(=O)[nH]c1=O
(4) Cc1nn(CCC(=O)NCc2ccc(Cl)cc2)c(=O)c2nn(-c3ccccc3)c(C)c12
(5) COC(=O)c1cc2oc3ccccc3c2n1CC(=O)Nc1ccc(Cl)cc1F
(6) O=C(Cn1cc(S(=O)(=O)N2CCCC2)c(S(=O)(=O)N2CCCC2)c1)Nc1ccccc1
(7) O=C(Nc1cc(Cl)ccc1Cl)C1(c2cccs2)CCOCC1
(8) CC(NC(=O)C1CCN(S(=O)(=O)c2ccccc2)CC1)c1ccccc1 (configuration not stated)

Assay by compound	1	2	3	4	5	6	7	8
PTAP-TSG101 blk	1%	-4%	-3%	2%	10%	1%	0%	1%
FH mod	-16%	?	-12%	-16%	.	5%	-43%	3%
p53null 32C kill	13%	-1%	-5%	15%	-8%	6%	1%	-18%
p53null 39C tox	-16%	-12%	-2%	9%	-1%	-3%	21%	8%
B2AR arrestin ag	-1%	0%	-1%	-1%	0%	0%	0%	0%
NTMT1 inh	-6%	-22%	4%	-11%	.	16%	-2%	17%
GALK inh	0%	0%	2%	0%	1%	-4%	-1%	5%

(9) CSc1cccc(NS(=O)(=O)c2ccc3[nH]cc(C(=O)N4CCCC4)c(=O)c3c2)c1
(10) Cc1ccc(C)c(CSc2cn(CC(=O)N3CCCC3)c3ccccc23)c1
(11) Cc1ccc(C)c(N2CCN(CCCNC(=O)C3COc4ccccc4C3)CC2)c1 (configuration not stated)
(12) Cn1cc(S(=O)(=O)N2CCCCC2)cc1C(=O)N1CCN(c2ccccc2F)CC1
(13) CCOc1ccccc1NC(=O)C(=O)Nc1ccc2nc3n(c(=O)c2c1)CCCCC3
(14) CCn1c2ccccc2c2cc(CN3CCN(Cc4cccc(Cl)c4)CC3)ccc21
(15) CCc1ccc(CNC(=O)CSc2cc(=O)n(C)c3ccc(Cl)cc23)cc1
(16) COc1ccccc1C(=O)Nc1cccc(C(=O)OCc2cc(=O)n3cc(C)sc3n2)c1

Assay by compound	9	10	11	12	13	14	15	16
PTAP-TSG101 blk	-10%	-7%	-5%	0%	-2%	0%	0%	-14%
FH mod	-15%	-13%	-3%	-10%	-13%	-21%	-6%	-2%
p53null 32C kill	-4%	-28%	9%	-5%	0%	-7%	-1%	-4%
p53null 39C tox	-4%	7%	8%	12%	-12%	1%	-6%	-3%
B2AR arrestin ag	0%	0%	-1%	0%	-3%	0%	-2%	1%
NTMT1 inh	5%	-18%	-7%	-4%	-4%	?	?	-7%
GALK inh	9%	1%	-2%	0%	0%	-18%	-12%	1%

(17) O=C(c1ccc2c(c1)N(Cc1ccc(Cl)cc1)C(=O)c1ccccc1S2(=O)=O)N1CCCCC1
(18) COc1ccccc1CNC(=O)CSc1cc(C)[nH]c(=O)n1
(19) CN1CCN(C(CNC(=O)c2ccccc2)c2ccc3c(c2)OCO3)CC1 (configuration not stated)
(20) O=C1Nc2ccccc2Oc2cc(Oc3ccc(Cl)cc3)ccc21
(21) Cc1ccc(Cl)cc1NC(=O)N1CCN(C)c2ncccc21
(22) Cc1ccc(NC(=O)Cn2c(=O)n(CCCCCC(=O)NCc3ccc(F)cc3)c(=O)c3sccc32)c(C)c1
(23) CC(=O)c1cccc(NC(=O)C2=CC(c3ccco3)=NS(=O)(=O)N2C)c1
(24) COc1ccc(-c2cn3c(n2)sc2cc(C(=O)N4CCCCC4)ccc23)cc1

Assay by compound	17	18	19	20	21	22	23	24
PTAP-TSG101 blk	2%	-1%	-5%	2%	-7%	-2%	0%	1%
FH mod	-35%	1%	?	-18%	-20%	14%	-6%	?
p53null 32C kill	2%	-2%	-6%	-3%	?	6%	-10%	2%
p53null 39C tox	10%	-4%	18%	19%	-2%	-12%	22%	1%
B2AR arrestin ag	0%	-4%	0%	-1%	1%	1%	-1%	3%
NTMT1 inh	4%	11%	-1%	14%	?	4%	-3%	-22%
GALK inh	8%	-3%	?	5%	4%	-1%	3%	-3%

(25) O=C(CSc1nc2c([nH]c3ccccc32)c(=O)n1-c1ccc(F)cc1)NCc1ccc(F)cc1
(26) COc1ccc(C(=O)Nc2ccc3c(c2)N(C2CCCC2)C(=O)c2ccccc2S3)cc1OC
(27) Cc1ccccc1CNC(=O)c1ccc(-n2c(C)cc3c2CCCC3)cc1
(28) CCN(CC)CCNC(=O)Cn1ncc2c([nH]c3ccccc32)c1=O
(29) Cc1ccc2c(c1)NC(c1cccnc1)=NC(c1ccc(F)cc1)=N2
(30) Cc1cccc(OCc2nc(CC(=O)Nc3ccc(C)cc3C)cs2)c1
(31) Cc1ccc(C)c(-c2nc(Cn3c(=O)cc(-c4ccccc4)c4c(C)nn(C)c43)c(C)o2)c1
(32) O=C(Cn1cc(SCc2ccccc2F)c2ccccc21)N1CCCCC1

Assay by compound	25	26	27	28	29	30	31	32
PTAP-TSG101 blk	-1%	-2%	0%	0%	-8%	0%	0%	-4%
FH mod	-3%	-14%	-2%	-22%	8%	7%	-10%	-12%
p53null 32C kill	-7%	-8%	-9%	-1%	3%	-7%	3%	16%
p53null 39C tox	14%	16%	-10%	-2%	-19%	-22%	-9%	-25%
B2AR arrestin ag	1%	-4%	?	0%	-1%	-3%	0%	0%
NTMT1 inh	-1%	10%	9%	-2%	-9%	21%	9%	2%
GALK inh	-7%	0%	1%	6%	-2%	0%	0%	0%

An excerpt from above in order of SMILES length, descending.
(31) Cc1ccc(C)c(-c2nc(Cn3c(=O)cc(-c4ccccc4)c4c(C)nn(C)c43)c(C)o2)c1
(6) O=C(Cn1cc(S(=O)(=O)N2CCCC2)c(S(=O)(=O)N2CCCC2)c1)Nc1ccccc1
(32) O=C(Cn1cc(SCc2ccccc2F)c2ccccc21)N1CCCCC1
(21) Cc1ccc(Cl)cc1NC(=O)N1CCN(C)c2ncccc21

Assay by compound	31	6	32	21
PTAP-TSG101 blk	0%	1%	-4%	-7%
FH mod	-10%	5%	-12%	-20%
p53null 32C kill	3%	6%	16%	?
p53null 39C tox	-9%	-3%	-25%	-2%
B2AR arrestin ag	0%	0%	0%	1%
NTMT1 inh	9%	16%	2%	?
GALK inh	0%	-4%	0%	4%

Carrying on:
(33) CCc1nn(CC(=O)N2CCN(c3cccc(C(F)(F)F)c3)CC2)c(=O)c2cccn12
(34) Cc1c(C(=O)Nc2ccc(F)cc2F)oc2ccc3c(c12)C(=O)CC(C)(C)O3
(35) CCOC(=O)c1c(-c2ccc(C)cc2)csc1NC(=O)c1nc(SCC)ncc1Cl
(36) COc1ccc(-n2c(-c3ccc(C)cc3)cc3c2CC(C)(C)CC3=O)cc1Cl
(37) CCOc1c(Cl)cc(CNc2ccc3[nH]c(=O)[nH]c3c2)cc1OC
(38) Cc1cccc(N2CCN(CCNC(=O)C3COc4ccccc4C3)CC2)c1C (configuration not stated)
(39) Cc1cccc(-c2noc(-c3ccccc3OCC(=O)Nc3ccc([N+](=O)[O-])cc3)n2)c1
(40) CC1CCC(NC(=O)C2(C)Cc3ccccc3C(=O)N2Cc2ccc(F)cc2)CC1 (configuration not stated)

Assay by compound	33	34	35	36	37	38	39	40
PTAP-TSG101 blk	1%	0%	-5%	-6%	0%	3%	-3%	-4%
FH mod	9%	-8%	-3%	?	-24%	6%	4%	-1%
p53null 32C kill	-18%	-13%	-5%	-2%	12%	-11%	14%	-2%
p53null 39C tox	?	-16%	-6%	-14%	-7%	0%	15%	9%
B2AR arrestin ag	-2%	3%	1%	-2%	0%	-1%	-3%	1%
NTMT1 inh	8%	5%	-1%	?	-3%	-31%	19%	-1%
GALK inh	0%	1%	4%	1%	-1%	0%	2%	6%

Results in sequence from the entries so far:
Entries 34 to 39 in B2AR arrestin ag read 3%, 1%, -2%, 0%, -1%, -3%
Entries 34 to 39 in FH mod read -8%, -3%, ?, -24%, 6%, 4%

(listing goes on)
(41) N#Cc1ccccc1NC(=O)c1cnc(N2CCOCC2)c2ccccc12
(42) COc1ccc(-c2nnc(Nc3ccc(OC)c(C(N)=O)c3)c3ccccc23)cc1
(43) COc1ccc(Cn2c(SCc3ccc(C(=O)NC(C)C)cc3)nc3cccnc32)cc1
(44) COc1ccc(O)c(C2Nc3ccccc3-n3c(-c4ccccc4)c4c(=O)n(C)c(=O)n(C)c4c32)c1 (configuration not stated)
(45) Cc1csc2nc(COC(=O)c3cccc(NC(=O)COc4ccc(Cl)cc4)c3)cc(=O)n12
(46) Cc1ccc(S(=O)(=O)c2cnc(SCC(=O)Nc3ccccc3C(F)(F)F)[nH]c2=O)cc1C
(47) CCOc1ccccc1CNC(=O)c1cc(-c2ccc(C)c(C)c2)nc2ccccc12
(48) Cc1cccc(NC(=O)CCn2cnc3ccccc3c2=O)c1

Assay by compound	41	42	43	44	45	46	47	48
PTAP-TSG101 blk	2%	-9%	1%	3%	0%	-2%	0%	-5%
FH mod	1%	-30%	-3%	.	-26%	-21%	-15%	1%
p53null 32C kill	-1%	19%	-15%	-4%	-6%	4%	-14%	8%
p53null 39C tox	5%	-2%	-19%	20%	-26%	-8%	29%	15%
B2AR arrestin ag	-1%	-1%	1%	-3%	-1%	0%	-2%	-1%
NTMT1 inh	-11%	-22%	-4%	.	-1%	89µM*	-11%	6%
GALK inh	1%	0%	5%	3%	-1%	4%	-5%	2%

(49) O=C(Cn1ncn2nc(-c3cccs3)cc2c1=O)NCc1ccc(Cl)cc1
(50) CCC(C(=O)N1CCN(c2ccccc2)CC1)n1nc(C)n2c(cc3sccc32)c1=O (configuration not stated)
(51) COCCNC(=O)c1ccc(CSc2nc3ccncc3n2Cc2ccccc2)cc1
(52) CC(C)(C)OC(=O)N1CCC(c2c(C(=O)Nc3ccc4c(c3)OCO4)cnn2-c2ccc(F)cc2F)CC1

Assay by compound	49	50	51	52
PTAP-TSG101 blk	1%	-5%	1%	-5%
FH mod	4%	-7%	-7%	-19%
p53null 32C kill	-5%	-6%	-1%	4%
p53null 39C tox	1%	3%	-15%	-5%
B2AR arrestin ag	-3%	-1%	-4%	-1%
NTMT1 inh	-5%	-3%	1%	7%
GALK inh	-1%	6%	-1%	0%

Compound activity: PubChem, National Center for Advancing Translational Sciences (NCATS)
